# SUMO Mot1 rescue = yeast Mot1-301 growth rescue at high temperature, primary screen, SUMOylation pathway inhibitor project, S. cerevisiae, ATP luminescence, 38.5C. S. cerevisiae Mot1-301 growth rescue; percent above DMSO median, 100 means doubled. growth rescue, % at 18.8 µM. 320,000 tested, 1% active. AID 2716, 2010;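 active = every valid replicate shows activation above 250% relative to neutral control wells; inactive = the rest, any valid replicate at or below 250%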;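 also: OY570 slx delta 5 strain wells were the positive control but not used for scaling; some compounds called inactive have numbers as strong as hits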
# dFosB act = activators of delta FosB homodimer, primary screen, biochemical, fluorescence polarization, TAMRA-CDK5 oligo, single point; 340,000 tested, 0.99% active; purified delta FosB; percent of positive-control signal above neutral wells; activation, % at 25 µM;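 active = mean activation above about 17%, with every replicate also reaching it, limit read from the data, passing the limit was not always enough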;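 also: fluorescence polarization rise as delta FosB binds a TAMRA Cdk5 AP-1 oligo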
# Target sequence (P13346 whole entry, looked up): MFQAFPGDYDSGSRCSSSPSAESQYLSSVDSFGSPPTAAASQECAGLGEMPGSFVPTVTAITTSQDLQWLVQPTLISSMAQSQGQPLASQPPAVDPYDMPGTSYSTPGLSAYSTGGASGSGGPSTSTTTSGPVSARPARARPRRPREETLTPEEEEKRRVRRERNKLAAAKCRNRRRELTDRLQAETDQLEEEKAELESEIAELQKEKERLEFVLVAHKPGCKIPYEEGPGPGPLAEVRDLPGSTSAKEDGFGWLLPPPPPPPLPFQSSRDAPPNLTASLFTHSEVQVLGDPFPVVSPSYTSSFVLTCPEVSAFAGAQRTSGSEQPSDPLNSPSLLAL
# NSD2 HMT inh = NSD2 histone methyltransferase inhibitors, primary screen, biochemical, AlphaScreen, single concentration, set 2; NSD2 peptide methylation, 120 min; AID 743445, 2014; 310,000 tested, 0.54% active; Histone-lysine N-methyltransferase NSD2 (Homo sapiens), O96028; inhibition, % at 12.5 µM; in the data active = inhibition above about 50%
# cardiac RTF act = cardiac RTF calcium sensitivity activators, primary screen, biochemical, IANBD-TnC fluorescence, EC20 calcium; activation, % at 7.2 µM; IANBD-labeled TnC RTF fluorescence at EC20 calcium; 0% EC20 calcium, 100% full calcium; Troponin I, cardiac muscle (Homo sapiens) + Troponin T, cardiac muscle (Homo sapiens) + …; 340,000 tested, 0.24% active;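 active = activation above the mean over all tested compounds plus 3 SD, cut at about 30% in these data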;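 also: rise in fluorescence read as greater calcium sensitivity of cardiac thin filaments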
# Keap1 Nrf2 FP = Keap1-Nrf2 protein-protein interaction inhibitors, primary screen, biochemical, fluorescence polarization, single point; Kelch-like ECH-associated protein 1 (Homo sapiens), Q14145; 340,000 tested, 0.15% active; Keap1 Kelch-Nrf2 peptide fluorescence polarization, 1536-well; AID 504523, 2011; inhibition, % at 9.4 µM; in the data active = inhibition above about 12%;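 also: human Keap1 Kelch domain with fluorescein labeled Nrf2 9mer peptide probe; 0% = neutral control wells and 100% = peptide positive control; higher means more block of Keap1 binding to Nrf2 peptide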
# C-LANA FP = inhibitors of KSHV C-LANA binding to DNA, primary screen, biochemical, fluorescence polarization, FAM-LBS DNA, MBP-C-LANA, single point; 340,000 tested, 0.078% active; Kaposi's sarcoma herpesvirus LANA C-terminal domain (residues 932-1162) DNA binding; AID 504423, 2011; inhibition, % at 9 µM;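 active = highest replicate inhibition at or above 60% at 9 µM, even if other replicates fall short; inactive = all replicates below 60% inhibition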;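 also: 0% = neutral control wells and 100% = 4 µM acridine orange control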
# RTF Ca sens inh = cardiac RTF calcium sensitivity inhibitors, primary screen, biochemical, IANBD-TnC fluorescence, EC70 calcium; 340,000 tested, 0.12% active; IANBD-labeled cardiac RTF, Ca2+ fluorescence; inhibition, % at 7.15 µM; AID 493244, 2011;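 active = inhibition above the mean inhibition of all tested compounds plus 3 SD, cut at about 17% in these data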;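 also: assay run at fixed EC70 calcium of 1.6 mM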
# CDK5 p35 inh = inhibitors of human CDK5/p35 kinase, primary screen, biochemical, single concentration | 330,000 tested, 0.01% active | Cyclin-dependent kinase 5 (Homo sapiens) + Cyclin-dependent kinase 5 activator 1 (Homo … | Recombinant CDK5/p35, ADP-Glo luminescence, 60 min | inhibition, % at 10 µM;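 active = highest replicate inhibition of at least 50% and at least 75% of replicates reaching 50%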;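 also: plate controls were DMSO neutral control for no effect and GW8510 at 10 µM for full effect; many of its hits are not listed in these tables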
# Target sequence (Q00535 whole entry, looked up): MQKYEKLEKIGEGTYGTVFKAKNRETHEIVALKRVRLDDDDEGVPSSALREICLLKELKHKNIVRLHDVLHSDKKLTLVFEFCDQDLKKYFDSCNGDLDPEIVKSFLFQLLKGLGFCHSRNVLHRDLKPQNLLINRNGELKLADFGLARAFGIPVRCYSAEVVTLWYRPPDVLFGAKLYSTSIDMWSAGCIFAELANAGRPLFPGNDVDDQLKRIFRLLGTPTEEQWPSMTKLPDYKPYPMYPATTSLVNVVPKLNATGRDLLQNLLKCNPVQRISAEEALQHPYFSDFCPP
# Target sequence (Q15078 whole entry, looked up): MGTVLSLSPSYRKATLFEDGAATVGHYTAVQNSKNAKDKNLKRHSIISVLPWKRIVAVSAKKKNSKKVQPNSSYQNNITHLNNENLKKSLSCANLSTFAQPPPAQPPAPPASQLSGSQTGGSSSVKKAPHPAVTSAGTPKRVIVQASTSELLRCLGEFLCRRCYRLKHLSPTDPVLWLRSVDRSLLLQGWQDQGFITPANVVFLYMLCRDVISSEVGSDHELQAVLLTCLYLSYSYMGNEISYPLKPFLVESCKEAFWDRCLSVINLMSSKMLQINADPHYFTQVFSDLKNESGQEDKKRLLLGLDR
# PvdQ inh = P. aeruginosa PvdQ acylase inhibitors, primary screen, biochemical, fluorescence, plate reader and imaging, single point | inhibition, % at 10 µM | PvdQ acylase [Pseudomonas aeruginosa LESB58] | purified PvdQ acylase | 340,000 tested, 0.063% active; in the data active = inhibition above about 30%, passing the limit was not always enough;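 also: 0% = vehicle neutral wells and 100% = reference inhibitor wells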
# Rtt109 Vps75 = inhibitors of C. albicans Rtt109/Vps75 HAT, primary screen, biochemical, ThioGlo CoA-SH fluorescence, plate reader; Histone acetyltransferase RTT109 (Candida albicans (strain SC5314 / ATCC MYA-2876)), …; purified Rtt109/Vps75, 4 h; inhibition, % at 34.9 µM; 330,000 tested, 0.16% active; AID 540336, 2011;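 active = inhibition of at least 50% in every replicate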
# PfHsp90 set2 = growth inhibition of PfHsp90-expressing yeast, primary screen, antimalarial PfHsp90 inhibitor project, S. cerevisiae, BacTiter-Glo luminescence, single point, set 2 | BacTiter-Glo ATP, 48 h; yeast lacking PDR1 and PDR3 efflux regulators | inhibition, % at 9.4 µM | 310,000 tested, 0.32% active;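 active = every replicate shows inhibition above about 80%, whatever the replicate mean, limit read from the data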;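 also: 0% = DMSO neutral controls and 100% = 20 µM radicicol positive controls; yeast relying on Plasmodium falciparum Hsp90 in place of its own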
# Active calls of the source: *; . = no result given.
SMILES,SUMO Mot1 rescue,dFosB act,NSD2 HMT inh,cardiac RTF act,Keap1 Nrf2 FP,C-LANA FP,RTF Ca sens inh,CDK5 p35 inh,PvdQ inh,Rtt109 Vps75,PfHsp90 set2
CCOC(=O)c1ccc(NC(=O)Cn2cc3c(n2)CCC(C)C3)cc1 (configuration not stated),-5.5,3.5,.,-3.6,-6.6,-0.2,-3.5,1.3,-9.6,-5.0,-21.7
CN1CCN(S(=O)(=O)c2cccc(C(=O)NCc3ccccc3Cl)c2)CC1,1.1,-9.8,.,2.6,-1.5,-0.7,-4.1,0.3,0.7,20.7,.
FC(F)(F)c1nc2ccccc2n1CCNc1nc(CN2CCCCC2)cs1,0.5,2.9,.,2.4,-1.5,1.2,-5.8,1.2,-1.0,-4.6,-4.4
O=C1CCCN1CCc1cccc2ccccc12,.,2.6,1.9,-6.7,1.8,0.6,-2.3,-0.6,-11.1,-1.4,.
CCOC(=O)c1snc(-c2ccc(F)cc2)c1N,-9.7,-1.1,-3.4,2.9,4.0,1.2,-4.8,0.7,-7.4,-17.9,-9.0
CCCOc1ccccc1N/C(=N/c1nc(C)cc(C)n1)NC(=O)Nc1ccc(Cl)cc1,-0.9,-2.8,-0.7,-5.2,-3.4,-0.1,-2.7,-1.7,-11.4,5.2,-10.5
Cc1cc(OCC(=O)NC(Cc2c[nH]c3ccc(O)cc23)C(=O)O)c2c(C)c(C)c(=O)oc2c1 (configuration not stated),-13.7,-0.3,.,1.8,-0.7,4.3,1.1,-0.6,0.5,-6.0,30.0
COc1ccc(NC(=O)CN(C)C(=O)c2cccc(S(=O)(=O)N3CCCc4ccccc43)c2)cc1,-3.3,-17.4,-1.8,-6.7,-5.0,0.6,5.0,3.4,-7.3,16.2,-107.9
COc1cc(S(=O)(=O)N2CCN(Cc3cccs3)CC2)ccc1NC(C)=O,3.5,-6.6,-1.1,-1.0,-6.5,1.0,3.4,0.3,-16.5,-7.9,10.8
CCOc1ccc(NC(=O)CSc2nc3[nH]ncc3c(=O)[nH]2)cc1,480.5,6.3,4.0,-3.3,-0.1,1.7,-3.6,-0.1,-0.1,-4.2,.
O=S(=O)(c1cccc(-c2csc(-c3cccnc3)n2)c1)N1CCOCC1,-0.7,-20.6,0.7,-0.8,-5.9,0.9,-0.3,-2.8,-0.2,30.2,1.8
COc1ccccc1NC(=O)C(C)Sc1nnc2ccccn12 (configuration not stated),1.8,-0.2,-9.9,0.7,0.5,-0.5,-5.4,-0.1,-13.7,-4.2,-16.8
O=C(Cc1ccccc1)c1ccccn1,.,-11.0,-2.0,2.9,1.2,0.4,-16.1,0.3,15.0,-2.0,24.2
COc1ccc(CCNC(C(=O)Nc2cc(C)cc(C)c2)c2ccccc2)cc1 (configuration not stated),113.9,-13.5,26.3,4.0,-3.3,-2.6,-1.5,0.5,-11.7,2.5,-13.9
NS(=O)(=O)c1ccc(NC(=S)NC(=O)/C=C/c2cccs2)cc1,7.6,26.0*,0.7,-0.8,-0.9,0.1,-18.2,2.6,-14.0,-6.0,-8.0
O=C(CCN1C(=O)/C(=C/c2ccc(Cl)cc2)SC1=S)Nc1cccnc1,-11.4,-6.5,2.1,-0.3,-0.4,0.9,5.8,-1.1,-9.5,0.6,-0.5
CC(C)CC(=O)N1CC=CC[C@@H](c2ccc(Cl)cc2)N(Cc2ccc(Cl)cc2)C(=O)[C@@H]1Cc1ccccc1,.,-9.9,.,-1.8,-2.5,-1.5,-5.4,0.7,-7.5,-0.2,0.1
O=C(Nc1ccccc1)c1ccccc1OS(=O)(=O)c1ccccc1,8.7,-7.6,-2.0,1.1,-0.4,-0.4,-6.5,1.2,2.7,.,-10.9
COc1ccc(/C=C2/SC(=O)N(CCNC(=O)CC(NC(C)=O)c3ccccc3)C2=O)cc1 (configuration not stated),-8.7,2.2,-0.7,-4.2,2.0,0.9,7.1,-1.9,-5.2,7.3,-4.0
O=C1CN(C(=O)c2ccc(Cl)nc2)c2ccccc2N1,15.5,-3.9,0.2,8.4,2.9,-0.6,4.1,0.2,10.2,5.6,8.0
COc1ccc(OC2CCN(S(=O)(=O)c3ccccc3)CC2)cc1,378.4,-3.9,-3.3,5.7,3.4,1.1,-2.5,-1.9,-16.0,-2.0,-3.9
COc1cc(NS(=O)(=O)c2ccc(NC(=O)c3ccc([N+](=O)[O-])cc3)cc2)ncn1,0.8,-1.0,-0.7,4.3,-1.1,1.6,-0.8,-0.3,-11.9,-3.9,12.1
CC(C)CN(C(=O)c1ccc2c(c1)OCCO2)c1c(N)n(Cc2ccccc2)c(=O)[nH]c1=O,-7.9,-6.2,0.0,-4.8,2.6,2.1,-6.8,-1.8,-8.5,-1.6,.
CCC(O)C1CCN(Cc2cn(-c3ccc(OC)cc3)nc2-c2cccc(F)c2)CC1 (configuration not stated),4.2,-9.2,0.4,-2.8,1.6,-0.8,-9.2,-0.3,6.6,1.9,3.8
CN1CCCC(OC(=O)c2ccc3c(c2)OCCO3)C1 (configuration not stated),144.8,5.5,.,4.5,-3.8,-1.4,1.8,0.1,-14.6,0.8,9.7
CCCCn1c(-c2csc(CCC)c2)n[nH]c1=S,-9.1,3.6,0.0,-3.0,-0.1,1.0,-3.1,5.6,-0.6,-7.7,-59.7
Cc1cc2cc(C)c3nnc(SCC(=O)Nc4ccc(S(=O)(=O)N5CCCCC5C)cc4)n3c2cc1C (configuration not stated),-4.6,-6.3,-0.5,2.2,-3.9,0.8,1.4,-1.1,-10.7,-2.1,3.2
Cc1nn(C)c(-c2n[nH]c(=S)n2-c2ccccc2)c1Cl,-10.8,6.8,1.6,8.6,-1.7,0.4,3.8,-0.4,-18.2,-1.0,-37.5
CC(C)CCn1c(=O)c2c(nc3n2CCCN3Cc2ccccc2)n(C)c1=O,-7.3,-5.3,9.2,-3.9,-3.2,1.3,-4.4,-2.1,-10.1,4.7,-14.0
Cc1cc(C)n(-c2nnc(C)n2/N=C/c2ccccc2O)n1,-24.3,4.5,-1.0,-2.0,-2.8,2.4,-1.2,0.4,0.1,2.5,-0.9
CN(O)/C=N/C(=S)Nc1ccc(Cl)cc1Cl,151.0,-1.2,0.9,2.2,-4.7,-1.1,-5.9,0.9,-4.3,-3.6,10.0
COc1cccc([C@@H]2CC=C(C(=O)O)[C@H](c3ccc(Cl)cc3)N2S(=O)(=O)c2ccc(C)cc2)c1,58.0,-4.5,.,-1.0,3.0,1.1,-9.7,0.0,-18.4,-7.3,-15.4
Cc1nc(C(F)(F)F)c(C(=O)NC(=O)Nc2ccc(OC(F)(F)F)cc2)s1,118.8,-10.2,-1.7,-1.4,0.3,0.1,5.9,-2.1,-6.2,-13.0,-4.6
COC(=O)c1ccc(NC(=O)C23CCC(C)(C(=O)O2)C3(C)C)cc1 (configuration not stated),0.7,-3.8,-5.8,0.6,-2.2,0.1,-2.8,.,-11.6,8.2,14.4
O=C(O)c1cc([N+](=O)[O-])cc2c1nnn2O,-9.4,2.3,11.6,-0.8,2.2,-0.1,-0.1,2.0,-8.6,0.2,10.3
Cc1cnn2c(C3CC3)ccnc12,78.9,-11.0,8.1,6.7,-1.1,1.0,-7.0,3.0,-18.0,-3.5,-8.6
CC(C)CN(C)Cc1c(C(=O)N2CCc3ccccc3C2)nc2ccc(Cl)cn12,399.2,-19.9,1.2,13.2,-8.2,-3.3,-11.4,0.1,-8.1,23.2,-18.6
CCc1c(C)nc2cc(-c3ccc(OC)c(OC)c3)nn2c1N1CCC(C)CC1,139.8,3.0,22.9,-2.9,1.2,-1.2,1.6,-1.0,-3.9,0.8,-13.9
O=C(NCCn1cc(SCc2ccccc2)c2ccccc21)c1ccccc1F,-1.1,-11.1,.,-1.1,-4.2,0.1,4.3,0.2,1.5,-5.3,-0.6
Cc1ccc(S(=O)(=O)N2CCC(C(=O)Nc3ccc(S(=O)(=O)N4CCCC4)cc3)CC2)cc1,15.1,2.1,22.7,-8.1,-1.9,-0.4,-10.5,0.5,16.0,5.8,-4.1
O=C(OCc1cccs1)c1ccccc1NS(=O)(=O)c1ccc2c(c1)OCCO2,4.7,1.1,-0.1,-0.6,4.8,-5.6,-3.4,0.6,7.5,7.3,2.9
CC[C@]12c3[nH]c4cc(-c5ccco5)ccc4c3CCN1C(=O)[C@@H](CC(=O)NCCCn1ccnc1)C[C@@H]2C(=O)N1CCN(C(=O)c2ccco2)CC1,.,0.3,.,0.5,0.9,1.6,-11.1,-2.5,-3.2,2.6,22.8
O=C(CSc1nncn1-c1cccnc1)N(c1ccccc1)c1ccccc1,-2.3,7.4,-0.7,2.4,-1.9,-1.3,0.3,0.3,5.0,5.1,-21.0
COc1ccc(OC)c(-c2nc(C)sc2CC(=O)O)c1,-6.5,-2.8,-1.6,-4.1,-0.7,0.0,-5.2,0.6,-2.2,-3.2,-3.8
C=CCNC(=S)Nc1ccc(OC)c(S(=O)(=O)N2CCOCC2)c1,-5.9,-4.6,-2.9,-0.8,-6.6,-1.0,-3.0,-0.9,-7.3,-0.5,7.2
CNc1nc(C)c([N+](=O)[O-])c(Nc2ccc(OC)cc2)n1,16.1,-2.4,2.4,2.0,-1.1,-1.4,-5.4,-0.7,-17.2,0.4,-14.5

# A second format for some results above.
# Value order: SUMO Mot1 rescue | dFosB act | NSD2 HMT inh | cardiac RTF act | Keap1 Nrf2 FP | C-LANA FP | RTF Ca sens inh | CDK5 p35 inh | PvdQ inh | Rtt109 Vps75 | PfHsp90 set2
O=C(CSc1nncn1-c1cccnc1)N(c1ccccc1)c1ccccc1
→ -2.3 | 7.4 | -0.7 | 2.4 | -1.9 | -1.3 | 0.3 | 0.3 | 5.0 | 5.1 | -21.0
CNc1nc(C)c([N+](=O)[O-])c(Nc2ccc(OC)cc2)n1
→ 16.1 | -2.4 | 2.4 | 2.0 | -1.1 | -1.4 | -5.4 | -0.7 | -17.2 | 0.4 | -14.5
COc1ccc(OC)c(-c2nc(C)sc2CC(=O)O)c1
→ -6.5 | -2.8 | -1.6 | -4.1 | -0.7 | 0.0 | -5.2 | 0.6 | -2.2 | -3.2 | -3.8

# Rows are unselected; about 3.2% have a hit in one of these screens.
